# P. falciparum M17LAP – P. falciparum M17LAP inhibitors, primary screen, biochemical, fluorogenic H-Leu-NHMec substrate, 1536-well (AID 1619) | recombinant M17LAP, H-Leu-NHMec fluorogenic kinetic assay; higher % means a stronger effect | 220,000 tested, 0.38% active | one-dose inhibition, % at 30 µM; IC50 in µM for titrated hits;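 active means compound inhibiting the enzyme by more than half at any dose during confirmatory dose-response retesting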;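 further: plate controls were full reaction with DMSO carrier for no effect and no enzyme background for full effect; strong numbers were not always called active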
# Lipid droplet – modulators of hepatic lipid droplet formation | inhibition, % at 6.5 µM | 240,000 tested, 0.4% active | AML12 mouse hepatocytes, oleate lipid droplets, BODIPY imaging | AID 1656;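 active means lipid droplet intensity inhibited by at least 50%, with more than 500 cells counted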
#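 Assay system: AML12 mouse liver cells | Compound dosing: One dose, 6.5 µM compound | Read-out basis: Droplet intensity reduction, % inhibition | Measured by: Fluorescence imaging, 20x objective, two fields per well | Schedule: Overnight treatment with compound plus oleate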
# SIAH1 antagonists – blockers of Siah-1 interaction with plectin peptide – biochemical, fluorescence polarization, rhodamine-plectin, uHTS, primary screen (AID 1817); Siah-1 / rhodamine-plectin peptide fluorescence polarization; higher % means a stronger effect; one-dose displacement, % at 20 µM; IC50 in µM for titrated hits; 290,000 tested, 0.02% active;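 active means displacement of at least 50% at 20 µM, with a fluorescence ratio check between 0.3 and a set limit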;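 further: plate controls were Siah plus tracer with DMSO for no effect and tracer alone without Siah for full effect; strong numbers were not always called active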
# HEK293 NOD2/NF-kB – NOD2 signaling inhibitors, cell-based, luminescence, uHTS, HEK293 (AID 1566); HEK293 NOD2/NF-kB luciferase reporter, luminescence; higher % means a stronger effect; inhibition, % at 4 µM, or EC50 in µM where a hit was titrated; 290,000 tested, 0.63% active; further: many of its hits are not listed in these tables
# P. falciparum M1AAP – P. falciparum M1AAP inhibitors, biochemical, fluorogenic H-Leu-NHMec substrate, 1536-well (AID 1445). 220,000 tested, 0.42% active. recombinant M1AAP, H-Leu-NHMec fluorogenic kinetic assay; higher % means a stronger effect. one-dose inhibition, % at 30 µM; IC50 in µM for titrated hits;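 active means primary inhibition above the hit cutoff, then over 50% inhibition at one or more dose response concentrations, cut at about 23% in these data, passing the limit was not always enough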;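 further: plate controls were DMSO full reaction for no effect and no enzyme background for full effect; strong numbers were not always called active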
# XIAP antagonists – small molecules displacing peptide from XIAP – biochemical, IAP family, fluorescence polarization (AID 1018); XIAP BIR domain, fluorescence polarization peptide displacement; higher % means a stronger effect; displacement, % at 20 µM; hits with a dose series show IC50 in µM; 200,000 tested, 0.007% active; in the data active means displacement above about 50%; further: a part of the inactive calls stands beside numbers as strong as those of hits
# AID2073 – inhibitors of Mint1-CaV2.2 protein interaction, biochemical, HTRF (AID 2073). HTRF protein-protein interaction, Mint1-CaV2.2; higher % means a stronger effect. inhibition, % at 20 µM; hits with a dose series show IC50 in µM. 290,000 tested, 0.19% active; in the data active means inhibition mostly above about 51%, no sharp cut-off; further: some results filed as inactive read as strong as hits
# ER stress rescue – rescue of cells from ER stress-induced death, primary screen, 384-well, CSM14.1, thapsigargin, ATP luminescence (AID 1222) | cellular ATP content (survival), % at 20 µM, or EC50 in µM where a hit was titrated | 190,000 tested, under 10 active | CSM14.1 thapsigargin-induced death rescue, ATP luminescence; higher % means a stronger effect;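 active means EC50 below 50 µM in the dose-response confirmation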;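 further: death triggered by thapsigargin at about 15 µM added after 2 h compound pretreatment; cell ATP read after overnight thapsigargin exposure of roughly 18 to 22 hours; normalized against plate controls of thapsigargin alone and 5% DMSO vehicle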
# LYP phosphatase – inhibitors of LYP phosphatase, biochemical, fluorescence intensity, uHTS (AID 1779). inhibition, % at 11.5 µM, or IC50 in µM where a hit was titrated. 290,000 tested, 0.054% active. recombinant LYP phosphatase, fluorescence intensity; higher % means a stronger effect;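 further: plate controls were vehicle with enzyme for no effect and no enzyme for full effect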
# Lipid droplet cells 6.5 µM – recorded beside Lipid droplet, whose call it bears; cell count; measured here: cell count, cytotoxicity flag;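 cells counted across two imaged fields per well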
# An asterisk follows results filed as active; x = not tested or not shown. Unless noted, no stated cut-off is given here; in the data, active means inhibition above about 50%; inactive means the rest. An excerpt. The share of hits here may be higher or lower than overall.
SMILES,P. falciparum M17LAP,Lipid droplet,Lipid droplet cells 6.5 µM,SIAH1 antagonists,HEK293 NOD2/NF-kB,P. falciparum M1AAP,XIAP antagonists,AID2073,ER stress rescue,LYP phosphatase
COC(=O)c1cc(S(=O)(=O)NC2CCCCC2)cn1C,x,-4,700,0%,14%,x,x,4%,x,-12%
O=C(CCc1cn(Cc2ccc(F)cc2)c2ccccc12)N1CCOCC1,x,-8,839,1%,-26%,x,x,5%,x,-7%
CCOc1ccc(Nc2nc3ccccc3n3nnnc23)cc1,3%,x,x,-6%,-33%,8%,-5.3%,35%,-2.1%,-2%
O=C(COC(=O)c1ccccc1C(=O)N1CCN(c2ccccc2)CC1)Nc1ccc(F)cc1,1%,-11,736,-1%,0%,-4%,-2.7%,8%,5.7%,-6%
COc1cc(C=O)ccc1Oc1cnccn1,15%,-5,668,10%,-1%,4%,-5.3%,-17%,-1.4%,-5%
Cc1cc(C)c2nc(NC(=O)c3ccc([N+](=O)[O-])o3)sc2c1,x,10,771,0%,40%,x,x,26%,x,-10%
CCOc1ccccc1NC(=O)CSc1nc2c(c(=O)n(C)c(=O)n2C)n1C,x,13,792,1%,-1%,x,x,-6%,x,-10%
Cc1ccc(NC(=O)CCC(=O)NNC(=S)Nc2ccc(F)cc2F)cc1C,x,-3,812,-7%,14%,x,x,-36%,x,-10%
Cc1cc(C(=O)N/N=C\C(Br)=C\c2ccccc2)c(C)o1,4%,-7,688,-5%,-29%,6%,-9.5%,-10%,-1.7%,4%
Cc1ccc(Nc2nnc(SCc3cc(=O)n4cc(C)ccc4n3)s2)cc1,16%,7,727,3%,31%,0%,-7.6%,-2%,-1.7%,-8%
O=c1oc(Nc2cccc(Cl)c2)nc2ccccc12,1%,3,702,1%,-53%,-1%,-5.4%,24%,1.5%,-7%
CN1/C(=C\C(=O)CN2C(=O)NC3(CCCCCC3)C2=O)C(C)(C)c2ccccc21,6%,0,699,-2%,13%,13%,-14%,5%,0.2%,-9%
CCn1nccc1C(=O)Nc1cc(Cl)cc(Cl)c1,1%,2,727,-3%,-2%,0%,0.0%,-23%,-0.6%,-4%
CN(C)CC1(c2ccccc2)CCCC1,-3%,x,x,-1%,2%,-1%,-20%,-4%,-1.0%,-2%
O=C(C1CCN(S(=O)(=O)c2cnc[nH]2)CC1)N(CCc1ccccc1)Cc1ccccc1,2%,4,714,-1%,-3%,-3%,-5.3%,-2%,-11%,-5%
N#Cc1c(N)oc(-c2ccc3c(c2)OCO3)c1-c1ccc2c(c1)OCO2,58%,-11,739,-3%,11%,3%,3.2%,-2%,-0.6%,-7%
NC(=O)CSc1nnc(-c2cccs2)n1Cc1ccco1,1%,4,762,-3%,21%,8%,x,6%,x,-6%
Cc1ccnc(NC(=O)c2ccc(Cl)c(NC(=O)CCc3ccccc3)c2)c1,-2%,-12,625,-3%,-26%,-5%,-4.3%,9%,-0.7%,-2%
Cn1c(=O)c2c(nc(SCc3nn[nH]n3)n2Cc2ccccc2F)n(C)c1=O,5%,1,767,-6%,4%,5%,-9.4%,-12%,-1.4%,-6%
O=[N+]([O-])c1cccc(-n2nncc2-c2ccccc2)c1,x,1,790,6%,17%,x,x,21%,x,-12%

# Of the compounds above, these have sulfur.
SMILES,P. falciparum M17LAP,Lipid droplet,Lipid droplet cells 6.5 µM,SIAH1 antagonists,HEK293 NOD2/NF-kB,P. falciparum M1AAP,XIAP antagonists,AID2073,ER stress rescue,LYP phosphatase
COC(=O)c1cc(S(=O)(=O)NC2CCCCC2)cn1C,x,-4,700,0%,14%,x,x,4%,x,-12%
Cc1cc(C)c2nc(NC(=O)c3ccc([N+](=O)[O-])o3)sc2c1,x,10,771,0%,40%,x,x,26%,x,-10%
CCOc1ccccc1NC(=O)CSc1nc2c(c(=O)n(C)c(=O)n2C)n1C,x,13,792,1%,-1%,x,x,-6%,x,-10%
Cc1ccc(NC(=O)CCC(=O)NNC(=S)Nc2ccc(F)cc2F)cc1C,x,-3,812,-7%,14%,x,x,-36%,x,-10%
Cc1ccc(Nc2nnc(SCc3cc(=O)n4cc(C)ccc4n3)s2)cc1,16%,7,727,3%,31%,0%,-7.6%,-2%,-1.7%,-8%
O=C(C1CCN(S(=O)(=O)c2cnc[nH]2)CC1)N(CCc1ccccc1)Cc1ccccc1,2%,4,714,-1%,-3%,-3%,-5.3%,-2%,-11%,-5%
NC(=O)CSc1nnc(-c2cccs2)n1Cc1ccco1,1%,4,762,-3%,21%,8%,x,6%,x,-6%
Cn1c(=O)c2c(nc(SCc3nn[nH]n3)n2Cc2ccccc2F)n(C)c1=O,5%,1,767,-6%,4%,5%,-9.4%,-12%,-1.4%,-6%

# (next part)
SMILES,P. falciparum M17LAP,Lipid droplet,Lipid droplet cells 6.5 µM,SIAH1 antagonists,HEK293 NOD2/NF-kB,P. falciparum M1AAP,XIAP antagonists,AID2073,ER stress rescue,LYP phosphatase
Cc1cc(C)c(S(=O)(=O)Nc2ccc(O)c(Sc3ncn[nH]3)c2)c(C)c1,55%,6,707,23%,-5%,8%,-10%,-13%,0.4%,5%
Nc1c(Cl)c(Cl)nc(C(=O)N/N=C/c2ccco2)c1Cl,x,-2,759,-7%,13%,x,x,-4%,x,-8%
Cc1cc(NC(=O)c2cccs2)ncc1NC(=O)c1cccc(F)c1,0%,-7,627,-3%,-16%,5%,-1.4%,-3%,0.6%,-9%
Fc1ccccc1N1CCN(CCCc2ccccc2)CC1,x,12,817,0%,-1%,x,x,11%,x,-6%
O=C(CN1C(=O)c2ccccc2S1(=O)=O)NC1CCCCCC1,6%,3,629,-3%,-5%,2%,-2.7%,-3%,0.2%,-2%
O=C(Cn1cc(C(=O)C(F)(F)F)c2ccccc21)NCc1ccco1,2%,-2,775,-2%,2%,13%,2.1%,3%,-1.9%,-1%
Cc1cc(Nc2ccc(C(=O)O)cc2)nc(N)n1,x,0,785,0%,0%,x,x,12%,x,-12%
O=C(CN1C(=O)C(=O)c2ccccc21)c1ccccc1,x,-7,821,-1%,15%,x,x,4%,x,-2%
O=C(c1ccccc1)N1CCN(C(=O)c2ccc([N+](=O)[O-])cc2)CC1,-1%,-6,641,0%,10%,4%,-4.5%,0%,-4.7%,-5%
COc1cccc(-n2c(=O)c3ccccc3n3c(=S)[nH]nc23)c1,x,-2,759,13%,3%,x,x,-44%,x,-2%
Cc1ccc(C(OCC(O)CNCc2ccc(F)cc2)c2ccccc2)cc1 (stereo unspecified),x,x,x,0%,-9%,x,x,21%,x,-7%
COc1ccc(C(=O)N(C)Cc2ccc(C)o2)cc1OC1CCN(C(C)C)CC1,x,-2,703,3%,2%,x,x,-1%,x,-6%
CCCCS(=O)CC(O)COc1ccc(C(C)(C)C)cc1 (stereo unspecified),-10%,x,x,-4%,-8%,1%,-1.9%,-2%,-2.5%,-7%
O=C(NCc1ccccc1Cl)c1ccc(Br)o1,8%,-5,638,-7%,4%,9%,-14%,11%,0.5%,-2%
Cc1ccc(-c2nn[nH]n2)cc1Cl,-1%,-7,685,-1%,0%,1%,x,3%,x,-5%
CC(=O)c1ccccc1NC(=O)CC1(CC(=O)O)CCCCC1,-2%,15,660,6%,14%,-6%,-2.2%,1%,-1.3%,-3%
O=c1c2ccc([N+](=O)[O-])cc2ncn1CCOc1cccc(Br)c1,-2%,14,670,-2%,29%,9%,-9.1%,-1%,0.0%,-7%
Cc1ccc(S(=O)(=O)N[C@H](C(=O)N2CCC3(O)CCCCC3C2)c2ccccc2)cc1 (stereo partly specified),14%,x,x,0%,8%,9%,-5.4%,-7%,2.1%,0%
O=C(O)C1C2CC3C(OC(=O)C31)C2Cl (stereo unspecified),-6%,x,x,3%,3%,2%,-3.2%,2%,-0.4%,-1%
COc1cccc(-c2noc(CCCC(=O)Nc3ccc(C(N)=O)cc3)n2)c1,18%,-10,714,-2%,13%,7%,-16%,5%,-0.5%,-9%
CCOC(=O)N1CCN(C(=O)CSc2ccc(-c3cccc(OC)c3)nn2)CC1,17%,22,710,3%,4%,-2%,3.8%,-10%,1.0%,-4%
Cc1nc(NCCc2ccc(F)cc2)c2nnn(Cc3ccccc3)c2n1,x,x,x,0%,6%,x,x,21%,x,-2%
COc1ccc(C(C)(C)C)cc1NS(=O)(=O)c1cccc2cccnc12,x,7,823,7%,8%,x,x,10%,x,-2%
COCCCn1c(C)nnc1SCC(=O)NCc1ccco1,17%,-20,716,-2%,3%,3%,-6.9%,9%,2.4%,-6%
CS(=O)(=O)N(CC(=O)Nc1ccccc1C(=O)N1CCOCC1)c1ccc2c(c1)OCO2,13%,-15,660,-3%,4%,25%*,-2.9%,6%,-1.6%,-9%
CCC(=O)Nc1nc2nc(-c3ccccc3)cc(=O)n2[nH]1,5%,-1,676,5%,-10%,2%,x,11%,x,3%
COc1ccccc1N(CC(=O)NCC1CCCO1)C(=O)CNS(=O)(=O)c1ccc(Cl)cc1 (stereo unspecified),-6%,0,672,11%,4%,0%,x,-2%,x,-11%
Cc1ccccc1C(=O)Nc1nnc(-c2ccc(F)cc2)o1,-4%,x,x,0%,13%,-9%,-0.7%,-2%,1.5%,-4%
CCc1cccc(OCCn2ccnc2)c1,14%,2,632,1%,5%,3%,-6.9%,3%,-1.2%,2%
Cc1cc(N2C(=O)NC(=O)CC2C)c(C)cc1C(C)C (stereo unspecified),-3%,-8,731,1%,7%,0%,-2.5%,-4%,-0.2%,-7%
CCN(CC)S(=O)(=O)c1ccc(N2CCN(c3cccc(OC)c3)CC2)c([N+](=O)[O-])c1,14%,-17,654,6%,3%,10%,-0.5%,10%,-1.9%,-1%
CC1=C(C(=O)N2CCOCC2)C(c2cc(C)ccc2C)NC(=S)N1 (stereo unspecified),-8%,4,712,2%,-5%,-10%,-8.8%,-7%,0.7%,-7%
Cc1ccc(-c2ccc(=O)n(CC(=O)NCCCN3CCCCC3C)n2)cc1 (stereo unspecified),8%,-8,593,1%,12%,3%,-5.2%,0%,x,1%
Cc1noc(C(=O)N2CC3(C)CC2CC(C)(C)C3)c1Cl (stereo unspecified),-1%,x,x,40%,10%,1%,-5.5%,0%,-1.0%,-7%
CC(C)(C)NC(=O)c1nc2ccccc2s1,-4%,x,x,0%,-3%,-2%,-7.9%,2%,0.8%,-11%
Nc1nc(SCC(=O)N2CCCC2)[nH]c(=O)c1NC(=O)c1cccs1,2%,-4,722,10%,12%,5%,x,19%,x,-5%
